PP1 inh = PP1-alpha (human) inhibition in PP5 counter-screen; purified PP1alpha, OMFP fluorescence; AID 2235; inhibition, % at 6.7 µM; actives 0.9% (n = 320,000);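 active = inhibition above the mean inhibition of all tested compounds plus 3 SD, computed separately for each screening campaign, cut at about 15% in these data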
Target sequence (P62136 whole entry, looked up): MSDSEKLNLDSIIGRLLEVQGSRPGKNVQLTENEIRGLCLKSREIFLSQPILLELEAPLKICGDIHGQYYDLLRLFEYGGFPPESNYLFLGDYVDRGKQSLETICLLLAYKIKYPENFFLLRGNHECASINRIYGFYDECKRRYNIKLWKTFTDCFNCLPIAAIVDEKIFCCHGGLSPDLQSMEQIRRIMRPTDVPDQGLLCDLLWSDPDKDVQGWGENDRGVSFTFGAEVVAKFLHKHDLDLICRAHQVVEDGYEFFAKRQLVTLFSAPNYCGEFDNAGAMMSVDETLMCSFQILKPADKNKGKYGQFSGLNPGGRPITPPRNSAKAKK
ZTA counter = ZTA (EBV) inhibition in EBNA-1 counter-screen. ZTA-DNA binding, fluorescence polarization. inhibition, % at 11 µM. actives 0.15% (n = 320,000). P03206; in the data active = inhibition above about 33%
JMJD2C inh = blocks human GASC-1 demethylase activity; Q9H3R0; GST-JMJD2C(1-420) H3K9me3 demethylation, DELFIA europium; inhibition, % at 2.35 µM; actives 0.069% (n = 330,000);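 active = more than half of a compound's replicate wells show inhibition beyond 50%, single wells judged on their own value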;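 also: signal counts dimethyl H3K9 product captured on neutravidin plate; 0% = median of DMSO wells and 100% = 0.3 times that DMSO median; strong numbers were not always called active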
Target sequence (Q9H3R0 1-420 limits assumed): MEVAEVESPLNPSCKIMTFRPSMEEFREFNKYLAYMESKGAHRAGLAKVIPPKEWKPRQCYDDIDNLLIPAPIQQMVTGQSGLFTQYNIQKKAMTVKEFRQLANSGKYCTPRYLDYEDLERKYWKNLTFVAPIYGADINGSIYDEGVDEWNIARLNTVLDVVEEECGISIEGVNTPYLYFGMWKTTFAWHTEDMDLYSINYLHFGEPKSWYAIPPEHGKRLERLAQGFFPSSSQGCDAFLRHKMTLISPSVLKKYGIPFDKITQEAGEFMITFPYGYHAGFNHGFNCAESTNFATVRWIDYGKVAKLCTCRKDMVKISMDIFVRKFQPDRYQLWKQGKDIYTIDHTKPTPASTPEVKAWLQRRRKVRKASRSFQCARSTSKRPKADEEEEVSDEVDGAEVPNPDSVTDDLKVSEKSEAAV
PP5 primary = blocks human protein phosphatase 5 activity. inhibition, % at 6.7 µM. purified PP5c, OMFP substrate fluorescence. P53041. actives 0.18% (n = 320,000);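 active = inhibition above the campaign's mean inhibition across all tested compounds plus 3 SD, cut at about 9.5% in these data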;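 also: 0% = DMSO only and 100% = 100 µM cantharidin control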
Fh CTSL1 inh = counter-screen for PFM18AAP inhibitors: inhibitors of F. hepatica cathepsin L1; recombinant F. hepatica cathepsin L1, Z-Leu-Arg-MCA fluorescence; inhibition, % at 5.96 µM; actives 0.49% (n = 300,000); AID 1906;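 active = inhibition above the mean of all tested compounds plus 3 SD, set per screening campaign, cut at about 17% in these data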;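 also: 0% = plate median of test compound wells and 100% = 1 µM Z-Phe-Ala-diazomethylketone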
HCV core dimer = blocks dimerization of HCV core protein; actives 0.33% (n = 300,000); TR-FRET GST/Flag-core106 dimerization, 1536-well; AID 1899; inhibition, % at 5 µM;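 active = inhibition above the mean of all tested compounds plus 3 SD, set per screening campaign, cut at about 45% in these data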
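Assay system – GST-tagged and Flag-tagged HCV core protein residues 1-106 · Quantity – core106 proteins, GST 13.5 nM and Flag 17 nM · Benchmarks – unlabelled core106 and no-GST-core106 wells · Read-out basis – percent inhibition of core106 dimerization signal · Detection – time-resolved FRET, ex 340 nm, em 617 and 671 nm · Schedule – 4 h at 22.5 °C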
CR mimetic SO = lowers age-related superoxide in aged yeast cells; S. cerevisiae aged cells, superoxide DHE fluorescence; active compounds read low; superoxide response (% of plate mean), % at 10 µM; actives 0.18% (n = 330,000); AID 2690;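 active = superoxide response under a set limit, about three screen SD below normal, cut at about 65% in these data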;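 also: yeast aged for seven days with compound at 30 °C before DHE staining; 100% = average MFI of all compound-treated wells on the plate with controls excluded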
EBNA-1 inh = blocks EBNA-1 binding to DNA. EBNA-1 DNA binding, fluorescence polarization. inhibition, % at 14.8 µM. actives 0.34% (n = 300,000); in the data active = inhibition above about 28%
TPT1 inh = blocks Candida albicans tRNA 2'-phosphotransferase; recombinant caTPT1, FP RNA substrate dephosphorylation; inhibition, % at 5 µM; actives 0.81% (n = 300,000);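 active = inhibition above the mean of all tested compounds plus 3 SD, set per screening campaign, cut at about 24% in these data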;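 also: plate controls were DMSO alone for no effect and ferristatin control at 100 nM for full effect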
* = called active by the depositor; & = joins results of further samples.

SMILES	PP1 inh	ZTA counter	JMJD2C inh	PP5 primary	Fh CTSL1 inh	HCV core dimer	CR mimetic SO	EBNA-1 inh	TPT1 inh
CC(NC(=O)c1cccnc1)c1ccc2c(c1)OCO2 (centres undefined)	-6	11	26	-1.1	9	-1	87	-1	1
Cc1ccc(N(Cc2ccccc2)C(=O)c2ccc(Cl)c(S(=O)(=O)N3CCOCC3)c2)cc1	-1	-10	-13	2.2	1	5	98	-2	2
CC(C)=CCN1CCN(Cc2ccc(C)s2)CC1CCO (centres undefined)	-2	-13	-8	-1.2	0	4	102	6	-1
CCN(CC)CCN1C(=O)C(=O)/C(=C(/O)c2ccc(OC)cc2)C1c1ccco1 (centres undefined)	-2	-19	-1	0.4	-10	-5	110	0	-2
CCOCCCNC(=O)C(NC(=O)Cc1c[nH]c2ccccc12)c1ccccc1 (centres undefined)	-1	-3	7	0.8	0	-1	108	8	1
O=C(O)c1cc2n(n1)C(C(F)(F)F)CC(c1ccccc1)N2 (centres undefined)	1	14	-9	3.9	-1	0	114	-3	3
O=C(CN1C(=O)COc2ccccc21)NCCCN1CCN(Cc2ccccc2)CC1	-2	-2	-6&-6	-0.4	-1	-3	92	11	-2
Cc1ccc(CNC(=O)[C@@H](NC(=O)C2CCN(C(=O)[C@@H](N)CC(C)C)CC2)C(C)C)cc1	-2	-6	174	3.1	4	2	103	2	-9
COc1ccc(NC(=O)C2(c3ccccc3)CCCC2)cc1	1	2	5	2.5	-1	1	94	-9	-3
Cc1ccc(NC(=O)C2CCCO2)c(Br)c1 (centres undefined)	-6	6	15	-2.0	-3	2	115	-5	1
Cc1ccc(CNC(=O)/C=C/c2ccccc2Cl)cc1	-1	6	1	0.3	0	5	104	3	-2
O=C(c1ccc(Sc2cccc(Cl)c2)c([N+](=O)[O-])c1)N1CCN(c2ccccn2)CC1	-2	1	26	2.8	-1	8	104	-8	0
COc1ccc(N(CC(=O)NCc2ccccc2C)S(=O)(=O)c2ccc(C)cc2)cc1OC	0	9	3	1.3	2	3	105	0	-1
O=C(NCc1ccccc1)c1ccc2nc(-c3ccco3)c(-c3ccco3)nc2c1	28*	9	-8	2.2	6	73*	89	17	1
CN1c2ccccc2C2(C)CCCC3=Cc4cc([N+](=O)[O-])cc([N+](=O)[O-])c4OC312 (centres undefined)	-2	-6	2	0.5	3	6	88	-2	-1
COc1ccc(OCC(O)Cn2c(N3CCCCC3)nc3c2c(=O)[nH]c(=O)n3C)cc1 (centres undefined)	-2	12	6	-1.6	3	-3	103	12	-4
Cc1ccc(S(=O)(=O)N2CCCCC2)cc1NC(=O)CSc1ncn[nH]1	-2	-1	2	1.2	0	-1	86	-4	0
O=C(NC1CCCC1)C(c1ccncc1)N(C(=O)c1csnn1)c1ccccc1 (centres undefined)	4	-5	-6	2.5	0	-2	100	-3	0
Brc1ccc(-c2nc(-c3ccncc3)no2)cc1	-2	2	-3	0.7	-5	-2	99	-14	3
CCC(=O)Nc1nc(C)c(C(=O)N2CCCCC2)s1	-1	-17	7	-0.4	4	1	97	10	-2
CN(CC(=O)Nc1ccc(F)c(F)c1F)C(=O)c1ccc(-n2cncn2)c([N+](=O)[O-])c1	1	-4	-3	-0.7	-1	-7	96	-4	-3
O=C(CN1CCN(c2ccc(Cl)cc2)CC1)NCc1ccccc1	3	5	-6	1.0	6	-4	116	7	-4
CCCCCn1c(-c2ccco2)nc2nc3ccccc3nc21	3	13	1	5.4	4	18	115	3	14
CCn1cc(C(=O)OCC(=O)OC2CC(C)CCC2C(C)C)c(=O)c2ccc(C)nc21 (centres undefined)	14	-7	2	1.7	12	22	100	11	0
COc1ccccc1Nc1nc(NCC(C)C)nc(N)c1[N+](=O)[O-]	0	-1	-4	4.8	3	1	89	-4	-1
Remaining list, next part:
SMILES	PP1 inh	ZTA counter	JMJD2C inh	PP5 primary	Fh CTSL1 inh	HCV core dimer	CR mimetic SO	EBNA-1 inh	TPT1 inh
COc1ccccc1NC(=O)C1C2C=CC3(CN(Cc4cccnc4)C(=O)C13)O2 (centres undefined)	-1	9	-1	3.1	-2	0	108	-3	-1
CC(=O)c1ccc(Sc2ccccc2)cc1	0	-5	-1	-0.6	-1	1	90	4	0
CCS(=O)(=O)NCCc1csc(-c2ccc(OC)c(OC)c2)n1	-4	4	-1	1.8	0	-8	91	-14	-3
Cc1cc(NC(=O)CCC(=O)N(C(C(=O)NC(C)(C)C)c2ccccc2Cl)C(C)(C)C)no1 (centres undefined)	-1	-1	-16	-0.5	1	-1	90	9	0
C=CCc1cccc2cc(C(=O)N3CCN(C(=O)c4ccco4)CC3)c(=O)oc12	4	-25	8	4.5	5	7	120	2	-1
CCC(C)[C@H](NC(=O)OC(C)(C)C)C(=O)N/N=C/c1ccc2nccnc2c1 (some centres undefined)	-1	9	10	-1.5	1	2	113	1	-2
Cn1nccc1NC(=O)CSCC(=O)O	2	-6	9	2.5	-1	-12	119	-3	-4
COc1ccc(-n2c(-c3cccc(C)c3[N+](=O)[O-])n[nH]c2=S)cc1	1	3	1	-0.3	-7	-2	97	-3	-3
COc1ccccc1OCCCn1c(=O)oc2ccccc21	-1	22	-1	-1.2	3	4	98	6	1
COc1cc(C2NC(=O)NC(C)=C2C(C)=O)cc(OC)c1OC (centres undefined)	6	4	6	-1.4	-2	-3	96	4	0
COc1ccc(Cc2c(O)nc(SCC(=O)NC(C)(C)C)[nH]c2=O)cc1	2	-5	-14	1.7	-1	-4	105	6	0
CCOC(=O)/C(C#N)=C\c1ccc(N2CCN(C)CC2)cc1	6	3	2	-0.5	4	0	101	9	7
COc1ccc(C2=NOC(C(=O)NCc3ccco3)C2)cc1 (centres undefined)	3	-29	-4	3.0	-2	-8	91	5	0
CCOC(=O)c1cccc(N2C(=O)C3C(C(=O)NC4CC4)C4(C)C=CC3(O4)C2C(=O)NC(C)(C)C)c1 (centres undefined)	1	-5	4	-0.6	4	-1	100	3	0
CCc1ccccc1NC(=O)CCc1nc(-c2ccc(C)cc2)no1	5	1	-14	-1.7	1	-4	98	22	5
COc1ccc(C2Nc3ccccc3C(=O)N2NS(=O)(=O)c2ccccc2)cc1OC (centres undefined)	1	8	-12	-1.1	1	3	99	-2	-5
COc1cc(/C=N/NC(=O)Cn2cnc3c2c(=O)n(C)c(=O)n3C)ccc1O	-4	17	-6	2.2	5	-1	101	6	3
CCCn1c(C(C)Nc2nc(-c3ccc(C)cc3)cs2)nc2cc(Cl)c(Cl)cc21 (centres undefined)	-3	17	-15	4.4	0	5	110	7	0
O=C(CC(SCCO)c1ccc2c(c1)OCO2)c1cccs1 (centres undefined)	-2	12	11	7.2	0	4	84	3	1
COc1cc(C(=O)Nc2ccc(-n3cnnn3)c(C)c2)cc(OC)c1OC	-5	-9	0	0.1	1	0	111	-9	2
COC(=O)CNC(=O)CSc1nc(N)cc(=O)[nH]1	1	-7	-4	0.8	-2	2	89	-2	-1
CCN(CC)C(=O)CSC(=Nc1ccccc1F)NC#N	0	-8	-16	0.8	7	-1	118	-3	16
C/C(=N/NC(=O)c1ccc(Cl)s1)c1ccc(NC(=O)COc2ccc(Cl)cc2)cc1	2	-7	2	0.6	3	27	95	-9	5
Cc1cc(C)n(CCC(=O)N2CCN(S(=O)(=O)c3ccccc3)CC2)n1	1	10	-6	0.7	0	-1	85	19	0
CCOc1ccc(N2C(=O)CC(N3CCN(c4ccccc4F)CC3)C2=O)cc1 (centres undefined)	-2	-8	-6	2.2	1	-6	94	-9	-6
Cc1ccc(S(=O)(=O)N2CCN(C(=O)CN3CCCCC3)C2C(C)C)cc1 (centres undefined)	-4	-4	-7	-1.3	-3	-2	82	7	-2
COc1ccc(C2NC(=O)NC(C)=C2C(=O)Nc2cccc(C)c2C)cc1 (centres undefined)	-2	-1	1	1.9	-2	-9	90	3	-2
Cc1cc(F)ccc1S(=O)(=O)NCC(c1ccc2c(c1)OCO2)N1CCOCC1 (centres undefined)	-5	17	-9	-0.9	2	-3	117	1	-1
CCOC(=O)c1sc(NC(=S)NC(=O)c2cccc(OC)c2)nc1C	3	-2	0	1.9	-2	2	109	-16	-3

2 records drawn at random from those above:
SMILES	PP1 inh	ZTA counter	JMJD2C inh	PP5 primary	Fh CTSL1 inh	HCV core dimer	CR mimetic SO	EBNA-1 inh	TPT1 inh
Cc1cc(C)n(CCC(=O)N2CCN(S(=O)(=O)c3ccccc3)CC2)n1	1	10	-6	0.7	0	-1	85	19	0
CCN(CC)C(=O)CSC(=Nc1ccccc1F)NC#N	0	-8	-16	0.8	7	-1	118	-3	16

Filtered by structure: the compounds so far with fluorine (five)
SMILES	PP1 inh	ZTA counter	JMJD2C inh	PP5 primary	Fh CTSL1 inh	HCV core dimer	CR mimetic SO	EBNA-1 inh	TPT1 inh
O=C(O)c1cc2n(n1)C(C(F)(F)F)CC(c1ccccc1)N2 (centres undefined)	1	14	-9	3.9	-1	0	114	-3	3
CN(CC(=O)Nc1ccc(F)c(F)c1F)C(=O)c1ccc(-n2cncn2)c([N+](=O)[O-])c1	1	-4	-3	-0.7	-1	-7	96	-4	-3
CCN(CC)C(=O)CSC(=Nc1ccccc1F)NC#N	0	-8	-16	0.8	7	-1	118	-3	16
CCOc1ccc(N2C(=O)CC(N3CCN(c4ccccc4F)CC3)C2=O)cc1 (centres undefined)	-2	-8	-6	2.2	1	-6	94	-9	-6
Cc1cc(F)ccc1S(=O)(=O)NCC(c1ccc2c(c1)OCO2)N1CCOCC1 (centres undefined)	-5	17	-9	-0.9	2	-3	117	1	-1
